# Bioassay records from PubChem BioAssay.
# HIV RNase H inh: HIV-1 RT RNase H inhibitors, primary screen, biochemical, fluorescence. AID 565, 2006. RT-RNase H RNA/DNA duplex cleavage. 1.9% of 65,000 active. inhibition, % at 10 µM; in the data active means inhibition above about 50%
# RmlCD inh mix: RmlC and RmlD coupled enzyme inhibitors, primary screen, biochemical, 384-well, compound mixtures, retest; inhibition, % at 5.5 µM; RmlC/RmlD coupled enzyme inhibition, 384-well mixture HTS; 0.39% of 110,000 active; in the data active means inhibition above about 30%, passing the limit was not always enough; inconclusive means no clear call, values can overlap the other calls; further: strong numbers were not always called active
# The depositor's hits bear a star; ? = inconclusive; . = not tested or not shown. This is a subset. The share of hits here may be higher or lower than overall.
1: O=C(OCC(=O)c1cccs1)c1ccc(NC(=O)c2ccco2)cc1
2: COc1ccc(OC)c(NC(=O)CS(=O)(=O)c2ccccc2)c1
3: O=C(CCN1C(=O)c2ccccc2C1=O)Nc1cccnc1
4: COC(=O)\C(C(C)=O)=C(/C=C/C=C/C=C/N(C)C)N(C)C
5: Cc1sc2nc(SCc3nc(-c4ccccc4)no3)n(-c3ccccc3)c(=O)c2c1C
6: CS(=O)(=O)n1nc(-c2ccc(Cl)cc2)nc1SCc1ccccc1

assay / compound | 1 | 2 | 3 | 4 | 5 | 6
HIV RNase H inh | 13 | -5 | . | . | . | .
RmlCD inh mix | 13 | -21 | -11 | 4 | -8 | 6

7: Cc1ccc(/C=C2\SC(=S)N(c3c(C)n(C)n(-c4ccccc4)c3=O)C2=O)cc1
8: CC(=O)c1c(OCC(=O)O)ccc2c(C)cc(=O)oc12
9: COc1ccc2c(OC)c3ccoc3nc2c1OC
10: CC(C)c1cc(C(C)C)c(S(=O)(=O)N2c3ccccc3[C@@]3(Br)C[C@H]4C(=O)N[C@@H](Cc5ccccc5)C(=O)N4[C@@H]23)c(C(C)C)c1
11: COc1ccc(Nc2nc(N)nc(CN3CCc4ccccc4C3)n2)cc1
12: Cc1ccccc1C(=O)O/N=C1\CCS(=O)(=O)c2sccc21

assay / compound | 7 | 8 | 9 | 10 | 11 | 12
HIV RNase H inh | . | 3 | . | . | -4 | .
RmlCD inh mix | -7 | 6 | -2 | 67 | 4 | 6

13: C=CCN(CC=C)S(=O)(=O)c1ccc(NC(=S)NC(=O)Cc2ccc(OC)cc2)cc1
14: Cc1nnc(SCC(=O)Nc2ncc(Cc3ccc(F)cc3)s2)n1N
15: CCOC(=O)c1c(C)oc2cc(Br)c(OC)cc12
16: CC(=O)c1c(N2CCOCC2)nc(=O)n(-c2ccccc2)c1C
17: COc1ccc(CN2CCc3ccccc3C2)c(OC)c1OC
18: NC(=O)CC(NC(=O)c1ccc(Br)cc1)c1ccc(N2CCN(c3ccc(F)cc3)CC2)c([N+](=O)[O-])c1 (centres undefined)

assay / compound | 13 | 14 | 15 | 16 | 17 | 18
HIV RNase H inh | . | -2 | -10 | . | . | .
RmlCD inh mix | 8 | 11 | -13 | 14 | -12 | -3

19: CSCCC(N=CC1=C(O)CC(C)(C)CC1=O)C(=O)O (centres undefined)
20: COc1ccc(N2C(=O)c3ccc(NC(C)=O)cc3C2=O)cc1
21: CCCC(=O)Nc1ccc2c(c1)nc(CN1CCN(C(C)=O)CC1)n2C
22: CC(=O)c1ccc(NC(=O)C2CCCN2S(=O)(=O)c2ccc(F)cc2)cc1 (centres undefined)
23: COc1ccc(-n2nc3cc(C)c(NC(=O)c4cccnc4)cc3n2)cc1
24: COc1ccc(-n2c(Cc3cc(=O)[nH]c(=O)[nH]3)nnc2SCC(=O)N2CCC(C)CC2)cc1

assay / compound | 19 | 20 | 21 | 22 | 23 | 24
HIV RNase H inh | -5 | -10 | . | -14 | -9 | -5
RmlCD inh mix | 12 | 2 | -1 | -10 | . | -61

25: FC(F)Sc1ccc(N=C2NN=C(c3ccc4c(c3)OCCO4)CS2)cc1
26: Nn1c(CSc2ccccn2)nc2ccccc2c1=O
27: O=C(Nc1ccccc1Cl)O/N=C(/c1ccccc1)c1ccccn1
28: Cc1cc(/C=C(\C#N)C(=O)Nc2ccccc2)c(C)n1-c1ccc2c(c1)OCO2
29: COc1ccc(-n2c(O)c(C(C)=NC3CC3)c(=O)[nH]c2=O)cc1
30: CN(C)S(=O)(=O)c1cccc(-c2cn3ccccc3n2)c1

assay / compound | 25 | 26 | 27 | 28 | 29 | 30
HIV RNase H inh | . | -11 | . | . | -2 | -11
RmlCD inh mix | 5 | -11 | -10 | 9 | 28 | 10

31: COC(=O)c1ccc(COc2ccc3c4c(c(=O)oc3c2)CCC4)o1
32: O=C1NC2(CCCCC2)C(=O)N1c1ccccc1
33: O=C(CC1(O)C(=O)Nc2ccccc21)c1cccnc1 (centres undefined)
34: Cc1cc(C)c(S(=O)(=O)Nc2ccc[nH]c2=O)c(C)c1
35: CC(=O)c1cc2c(O)c(O)ccc2o1
36: CCN1C(=O)C2(C(C#N)=C(N)Oc3n[nH]c(-c4ccccc4)c32)c2ccccc21 (centres undefined)

assay / compound | 31 | 32 | 33 | 34 | 35 | 36
HIV RNase H inh | 25 | . | -18 | -103 | -19 | .
RmlCD inh mix | 10 | -2 | 9 | -8 | -4 | -10

37: Nc1nnnn1/N=C/c1ccc(O)cc1
38: O=C(CSc1nnc(-c2ccco2)o1)NC(=O)C1COc2ccccc2O1 (centres undefined)
39: Nc1c(C(=O)OCC2CCCO2)c2nc3ccccc3nc2n1C1CCCC1 (centres undefined)
40: Cc1cc2c(nn1)CCc1nonc1-2
41: COc1ccccc1NC(=O)N(CCN1CCCC1)Cc1cc2cc(C)ccc2[nH]c1=O
42: Cc1ccc(Nc2ccccc2)cc1

assay / compound | 37 | 38 | 39 | 40 | 41 | 42
HIV RNase H inh | . | -6 | 9 | -11 | . | .
RmlCD inh mix | 9 | 8 | 19 | 3 | 15 | 5

43: CC1CCN(C(=O)c2[nH]cnc2C(=O)N[C@@H](C)C(=O)OC(C)(C)C)CC1
44: CCC(Sc1nc2ccccc2c(=O)n1CCN1CCOCC1)C(=O)NCc1cccnc1 (centres undefined)
45: COc1ccc(NC(=O)c2cc3nc(-c4ccccc4)cc(-c4ccccc4)n3n2)c(OC)c1
46: O=C(Cn1nnc(-c2cc(Cl)ccc2-n2cnnn2)n1)N1CCCc2ccccc21
47: CCOC(=O)c1c(NC(=O)C(c2ccccc2)c2ccccc2)sc2c1C1CCN2CC1
48: CC1(C)CC(=O)C2=C(C1)N=C1SCCC(=O)N1C2c1ccccc1 (centres undefined)

assay / compound | 43 | 44 | 45 | 46 | 47 | 48
HIV RNase H inh | . | -5 | . | -30 | . | -20
RmlCD inh mix | 9 | -4 | 2 | -38 | 5 | 6

# Arranged by length of the SMILES (descending): part of the list above.
36: CCN1C(=O)C2(C(C#N)=C(N)Oc3n[nH]c(-c4ccccc4)c32)c2ccccc21 (centres undefined)
43: CC1CCN(C(=O)c2[nH]cnc2C(=O)N[C@@H](C)C(=O)OC(C)(C)C)CC1
47: CCOC(=O)c1c(NC(=O)C(c2ccccc2)c2ccccc2)sc2c1C1CCN2CC1
41: COc1ccccc1NC(=O)N(CCN1CCCC1)Cc1cc2cc(C)ccc2[nH]c1=O
46: O=C(Cn1nnc(-c2cc(Cl)ccc2-n2cnnn2)n1)N1CCCc2ccccc21
44: CCC(Sc1nc2ccccc2c(=O)n1CCN1CCOCC1)C(=O)NCc1cccnc1 (centres undefined)
48: CC1(C)CC(=O)C2=C(C1)N=C1SCCC(=O)N1C2c1ccccc1 (centres undefined)
31: COC(=O)c1ccc(COc2ccc3c4c(c(=O)oc3c2)CCC4)o1

assay / compound | 36 | 43 | 47 | 41 | 46 | 44 | 48 | 31
HIV RNase H inh | . | . | . | . | -30 | -5 | -20 | 25
RmlCD inh mix | -10 | 9 | 5 | 15 | -38 | -4 | 6 | 10

34: Cc1cc(C)c(S(=O)(=O)Nc2ccc[nH]c2=O)c(C)c1
33: O=C(CC1(O)C(=O)Nc2ccccc21)c1cccnc1 (centres undefined)
32: O=C1NC2(CCCCC2)C(=O)N1c1ccccc1
35: CC(=O)c1cc2c(O)c(O)ccc2o1
37: Nc1nnnn1/N=C/c1ccc(O)cc1
40: Cc1cc2c(nn1)CCc1nonc1-2
42: Cc1ccc(Nc2ccccc2)cc1

assay / compound | 34 | 33 | 32 | 35 | 37 | 40 | 42
HIV RNase H inh | -103 | -18 | . | -19 | . | -11 | .
RmlCD inh mix | -8 | 9 | -2 | -4 | 9 | 3 | 5

# More structures:
49: Cn1cccc1CNCCc1ccc(F)cc1
50: COC(=O)C1=C(C)Nc2c(c(=O)n(C)c(=O)n2C)C1c1cccs1 (centres undefined)
51: CC(=O)c1ccc(N2CCN(C(=O)c3cc(-c4ccc5c(c4)OCO5)nc4ccccc34)CC2)cc1
52: CCCCOC(=O)Cc1c(O)c2ccccc2[nH]c1=O
53: O=C(CSc1nc2c(c(=O)n1-c1ccccc1)SCC2)N1CCOCC1
54: COC(=O)c1ccccc1NC(=O)c1cc(-c2cccc(OC)c2)on1

assay / compound | 49 | 50 | 51 | 52 | 53 | 54
HIV RNase H inh | . | -7 | 26 | 1 | 0 | -8
RmlCD inh mix | -9 | -10 | -16 | 8 | -7 | .

55: Cc1cccc(NC(=O)C2CCN(c3nc(C)cc(C)n3)CC2)c1
56: CNCC(O)c1cc(OCc2ccccc2)c(OCc2ccccc2)cc1F (centres undefined)
57: Cc1ccc(NC(=O)/C(C#N)=C/c2cc(C)n(-c3ccc(N4CCOCC4)c([N+](=O)[O-])c3)c2C)c(C)c1
58: CCCn1ncc(OC)c(Cl)c1=O
59: N#Cc1c(SCC(N)=O)nc(-c2ccccc2)c2c1CCCC2
60: CCOc1ccc(N(CC(=O)OC)S(=O)(=O)c2ccc(OC)c(OC)c2)cc1

assay / compound | 55 | 56 | 57 | 58 | 59 | 60
HIV RNase H inh | -3 | . | . | . | -72 | -1
RmlCD inh mix | 8 | -7 | -11 | -11 | . | 6

61: O=C(NCCn1ccc2ccccc21)c1ccc(S(=O)(=O)N2CCOCC2)cc1
62: O=C(c1cc(-c2ccccc2)nc2ccccc12)N1CCN(c2ccccn2)CC1
63: COC(=O)[C@@]1(Cc2ccc(F)cc2)[C@H]2c3cc(C(=O)N4CCCC4)n(Cc4ccc(C(F)(F)F)nc4)c3C[C@H]2CN1C(=O)c1ccccc1
64: O=C(Nc1ccc2c(c1)OCO2)c1cccc(F)c1
65: Cc1cccc(N2CCN(Cc3ccoc3)CC2)c1C
66: COc1cc(Br)cc2cc(C(=O)N3CCN(C(=O)c4ccco4)CC3)c(=O)oc12

assay / compound | 61 | 62 | 63 | 64 | 65 | 66
HIV RNase H inh | -9 | -20 | . | -12 | . | 6
RmlCD inh mix | -12 | -2 | -11 | -6 | -16 | -6

67: Cc1cc2c(=O)n(Cc3ccco3)c(SCC(=O)c3ccc(Cl)s3)nc2s1
68: Cc1cc(C)c(C#N)c(Nc2ccc3c(c2)OCCO3)n1
69: O=C1C2CCCN2C(c2ccccc2)N1c1ccccn1 (centres undefined)
70: CCCn1c(C)cc(C(=O)COC(=O)c2cc(S(=O)(=O)NCC(C)C)c(Cl)cc2Cl)c1C
71: Fc1ccccc1COc1ccc(/C=N/NC(=S)NCc2ccccc2)cc1
72: O=C(C1CC1)N1CCc2cc(Br)cc(S(=O)(=O)N3CCCCCC3)c21

assay / compound | 67 | 68 | 69 | 70 | 71 | 72
HIV RNase H inh | 9 | -14 | -24 | . | . | -17
RmlCD inh mix | 8 | -13 | -11 | -15 | 11 | 1

73: COc1ccc(-n2c(Cn3c(=O)sc4ccccc43)nnc2SCC(=O)N2CCCC2)cc1
74: CC1CCc2nn(CC(=O)NCc3ccc4c(c3)OCO4)cc2C1 (centres undefined)
75: COc1cc2c(C)nc3onc(-c4ccccc4)c3c2cc1OC
76: Cn1c(=O)c2c3c(sc2n2c(SCc4ccc5c(c4)OCO5)nnc12)COC(C)(C)C3
77: COc1ccc(-n2c(C)cc(C(=O)CSc3nnc(-c4ccoc4C)n3C)c2C)cc1
78: O=C(O)Cc1c[nH]c2cccc(O)c12

assay / compound | 73 | 74 | 75 | 76 | 77 | 78
HIV RNase H inh | -8 | -9 | -2 | -4 | 1 | .
RmlCD inh mix | -11 | -3 | 6 | . | -14 | -13

79: CC1CCc2cc(F)ccc2N1C(=O)CSc1nnc2c3ccccc3n(C)c2n1 (centres undefined)
80: O=C(Nc1ccccc1)N(Cc1ccccc1)C1=NCCS1
81: CCOC(=O)c1ccccc1NC(=O)CSc1nnnn1C1CCCCC1
82: Cc1ccc(S(=O)(=O)C2(C(=O)N3CCN(C4CCCCC4)CC3)CC2)cc1
83: Cc1ccc(N2C(=O)CSCC2=O)cc1
84: CCn1c(C)c(C(C)=O)c(N2CCN(C(=O)c3ccco3)CC2)nc1=S

assay / compound | 79 | 80 | 81 | 82 | 83 | 84
HIV RNase H inh | . | . | -15 | 3 | . | -6
RmlCD inh mix | ? | -10 | . | -12 | 3 | -14

85: COc1ccc(C2SCCN2S(=O)(=O)c2ccccc2)cc1OC (centres undefined)
86: CC(C)n1nc(C(=O)Nc2nnc(SCc3c(Cl)cccc3Cl)s2)c2ccccc2c1=O
87: CCC(=O)N1C(C(=O)O)CSC1c1ccc(OC)cc1 (centres undefined)
88: COc1cc(C(=O)N2CC(C)OC(C)C2)c([N+](=O)[O-])cc1OC (centres undefined)
89: COC(=O)C1=C(c2ccc(S(C)(=O)=O)cc2)C[C@@H]2CC[C@H]1N2C(=O)N1CCCC1
90: CCCn1nc2cc(C(=O)NCC34CC5CC(CC(C5)C3)C4)ccc2c1OCC

assay / compound | 85 | 86 | 87 | 88 | 89 | 90
HIV RNase H inh | -24 | . | 1 | . | . | .
RmlCD inh mix | -13 | -18 | -30 | 0 | 1 | -38

91: NC(=O)C1CCCNC1 (centres undefined)
92: O=C(Cc1cccc2ccccc12)N/N=C/c1ccc(OC(=O)/C=C/c2ccco2)cc1
93: O=C(NC1CCCC1)C(c1cccnc1)N(C(=O)c1csnn1)C1CCCC1 (centres undefined)
94: Cc1ccc(Oc2ccccc2/C=N/O)cc1
95: O=C1NC(=O)C2(Cc3ccccc3N3CCCC32)C(=O)N1c1ccccc1 (centres undefined)
96: COc1ccc(S(=O)(=O)Nc2ccccc2SC)cc1C

assay / compound | 91 | 92 | 93 | 94 | 95 | 96
HIV RNase H inh | 2 | . | . | . | 2 | -73
RmlCD inh mix | 3 | -6 | -7 | 0 | 9 | -32

97: COc1ccc(S(=O)(=O)Nc2ccc(C(F)(F)F)cc2)cc1OC
98: O=C(CCC1CCCCC1)NCCN1C2=NC[C@@H](Cc3ccccc3)N2C[C@H]1Cc1ccc(O)cc1
99: N#Cc1c2n(c3c(=S)nc[nH]c13)CCCCC2
100: COC(=O)C1=C(C)NC(C)=C(C(=O)OC)C1c1ccccc1OCc1c(C)no[n+]1[O-]

assay / compound | 97 | 98 | 99 | 100
HIV RNase H inh | -7 | . | . | 1
RmlCD inh mix | -27 | 24 | -7 | 131
